High-throughput results as filed in PubChem BioAssay.
Siah-1 displacement = Siah-1 peptide-binding antagonists, primary screen, biochemical, fluorescence polarization, rhodamine-plectin, uHTS (AID 1817); Siah-1 / rhodamine-plectin peptide fluorescence polarization; higher % means a stronger effect; one-dose displacement, % at 20 µM; IC50 in µM for titrated hits; 290,000 compounds, 0.02% hits;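 active = displacement of at least 50% at 20 µM, with a fluorescence ratio check between 0.3 and a set limit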;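 note: plate controls were Siah plus tracer with DMSO for no effect and tracer alone without Siah for full effect; strong numbers were not always called active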
MgcRacGAP inhibition = MgcRacGAP GTPase-activating activity inhibitors, confirmation, biochemical, ADP Hunter fluorescence; MgcRacGAP-stimulated Rac1 GTP hydrolysis, ADP Hunter fluorescence; higher % means a stronger effect; GST-tagged Rac1 F28L mutant substrate; inhibition, % at 30 µM; hits with a dose series show IC50 in µM; 340,000 compounds, 0.6% hits; AID 624330;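 active = first-screen hits whose inhibition reached a set limit at any dose in the follow-up dose series; inconclusive = inhibition above the set first-screen limit but never retested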;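 note: fluorescence reports GDP produced by GAP-driven GTP hydrolysis; strong numbers were not always called active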
GPR35 arrestin U2OS = GPR35 antagonists blocking zaprinast-driven arrestin recruitment, primary screen, imaging, U2OS, beta-arrestin-GFP, zaprinast agonist (AID 2058). U2OS GPR35 beta-arrestin-GFP translocation imaging, zaprinast antagonism; higher % means a stronger effect. inhibition, % at 10 µM, or IC50 in µM where a hit was titrated. 290,000 compounds, 0.052% hits;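 active = inhibition of at least 50% with at least 30 cells and total cytoplasm GFP at most 10,000,000; inconclusive = under 30 cells or total GFP of 10,000,000 plus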
Myeloid diff 2 = myeloid differentiation induction. ER-HoxA9 myeloid progenitors, lysozyme-GFP differentiation, flow cytometry. calls only at 10 µM. 360,000 compounds, 1% hits. AID 624256;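 active = normalized GFP-positive differentiation at or above the plate's own cutoff, the solvent-only control mean plus 3 SD; inconclusive = no clear call, values can overlap the other calls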;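 note: cells exposed to compound for four days before flow analysis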
PhoP inhibition = PhoP-dependent GFP reporter repression – Salmonella Typhimurium, primary screen (AID 1863). 300,000 compounds, 0.16% hits. S. Typhimurium PhoP-regulated promoter GFP reporter, 4 h; higher % means a stronger effect. inhibition, % at 50 µM; hits with a dose series show IC50 in µM;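 active = inhibition over 29.93%, a cutoff 3 SD above the screen mean, later confirmed by dose response; inconclusive = inhibition over 29.93% but no dose response follow-up; inactive = inhibition at most 29.93% or unconfirmed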;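 note: 0% = low Mg2+ inducing control and 100% = high Mg2+ repressing control; strong numbers were not always called active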
HIV fusion peptide = cell-free HIV fusion peptide-binding blockers – biochemical, uHTS, fluorescence dequenching, primary screen (AID 1986). inhibition, % at 20 µM; hits with a dose series show IC50 in µM. 290,000 compounds, 0.3% hits. cell-free peptide binding, fluorescence dequenching, 30 min; higher % means a stronger effect; in the data active = inhibition mostly above about 52%, no sharp cut-off; inactive = mostly below about 76%; note: some results filed as inactive read as strong as hits
GPR55 LPI antagonism = GPR55 antagonists blocking LPI-driven arrestin recruitment, primary screen, imaging, U2OS, beta-arrestin-GFP, LPI agonist (AID 2013). 290,000 compounds, 0.13% hits. inhibition, % at 10 µM, or IC50 in µM where a hit was titrated. U2OS GPR55 beta-arrestin-GFP translocation imaging, LPI antagonism; higher % means a stronger effect;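 active = spots per cell inhibited over 60%, with over 100 cells counted and total cytoplasm intensity under 500,000; inconclusive = wells with under 100 cells, flagged as likely toxic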;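 note: U2OS cells stably carrying GPR55 and arrestin-GFP stimulated by 5 µM LPI near EC80; imaged beta-arrestin-GFP aggregate spots per cell after agonist stimulation; plate controls were LPI-stimulated DMSO wells for no effect and DMSO wells without LPI for full effect; some results filed as inactive read as strong as hits; confirmed hits need IC50 under 10 µM and bright autofluorescent wells are also inconclusive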
NTR1 ag = NTR1-driven beta-arrestin-GFP spot formation – imaging, U2OS cells, high content, primary screen (AID 493036); agonist mode; P30989; 330,000 compounds, 0.17% hits; activation, % at 20 µM;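 active = activation at or above 40% of the spot to cytoplasm intensity ratio, with at least 20 cells analyzed; inconclusive = wells under 20 cells, flagged as cytotoxic or low count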;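 note: 0% = DMSO without peptide and 100% = 100 nM NTR1 peptide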
Target sequence (P30989 whole entry, looked up): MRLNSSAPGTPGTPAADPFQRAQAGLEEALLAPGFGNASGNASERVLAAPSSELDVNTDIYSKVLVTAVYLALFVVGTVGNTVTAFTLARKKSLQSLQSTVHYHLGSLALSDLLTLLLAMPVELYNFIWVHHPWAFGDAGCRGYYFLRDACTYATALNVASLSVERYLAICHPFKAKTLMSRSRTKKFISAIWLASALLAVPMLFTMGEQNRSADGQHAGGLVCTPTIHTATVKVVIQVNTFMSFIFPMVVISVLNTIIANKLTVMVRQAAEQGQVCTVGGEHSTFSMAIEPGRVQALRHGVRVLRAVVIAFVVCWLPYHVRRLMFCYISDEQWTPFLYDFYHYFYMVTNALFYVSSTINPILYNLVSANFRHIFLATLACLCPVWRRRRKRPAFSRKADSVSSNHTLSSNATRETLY
LYP inhibition = PTPN22 lymphoid phosphatase activity blockers – biochemical, fluorescence intensity, uHTS (AID 1779) | one-dose inhibition, % at 11.5 µM; IC50 in µM for titrated hits | recombinant LYP phosphatase, fluorescence intensity; higher % means a stronger effect | 290,000 compounds, 0.054% hits; in the data active = inhibition above about 50%;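 note: plate controls were vehicle with enzyme for no effect and no enzyme for full effect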
NTR1 ag cell count 20 µM = also measured in NTR1 ag; calls as there; cell count; measured here: cell count, cytotoxicity flag
Myeloid diff 2 GFP+ MAC1+ % = second read-out of Myeloid diff 2, no call of its own (marks repeat the call); GFP+ MAC1+ double positive, %; measured here: differentiation confirmed by MAC1 staining
The depositor's hits bear a star; i = inactive; ? = inconclusive; nt = not tested or not shown.

SMILES | Siah-1 displacement | MgcRacGAP inhibition | GPR35 arrestin U2OS | Myeloid diff 2 | Myeloid diff 2 GFP+ MAC1+ % | PhoP inhibition | HIV fusion peptide | GPR55 LPI antagonism | NTR1 ag | NTR1 ag cell count 20 µM | LYP inhibition
C=CCN1C(=O)c2ccc(C(=O)OCC(=O)N3CCN(c4ccccc4)CC3)cc2C1=O | nt | 3% | nt | i | 0.7 | 5% | nt | nt | 1.2 | 40 | nt
CC(=O)Nc1nc(-c2ccc3c(c2)OCO3)cs1 | -3% | 14% | 2% | i | 0.4 | 3% | -1.4% | -10% | 0.6 | 53 | -8%
CCOC(=O)C1CCN(C(=O)c2cccc(N3C(=O)NC4CC3(C)Oc3ccc(C)cc34)c2)CC1 (centres undefined) | 4% | -1% | -2% | i | 0.3 | -6% | -1.1% | -7% | 3.0 | 72 | 0%
CCCNC(=O)CN(C)S(=O)(=O)c1ccc(F)cc1 | -7% | 8% | -17% | i | 0.5 | -10% | 5.0% | -10% | 2.4 | 73 | 0%
COc1ccc(-c2nc(N)nc(C(F)(F)F)c2-c2csc(C)n2)c(O)c1 | 8% | 15% | -13% | i | 0.3 | -11% | 1.1% | -3% | 3.2 | 53 | -1%
O=C(CSc1ccc(Cl)cc1)Nc1ccccc1N1CCN(C(=O)c2ccccc2)CC1 | 1% | 11% | 7% | i | 0.8 | -2% | -2.2% | 13% | 17 | 45 | 6%
COc1ccc(Cl)cc1NC(=O)CN(c1ccccc1)S(=O)(=O)N(C)C | 4% | 7% | 0% | i | 0.8 | 0% | 0.6% | 1% | -0.6 | 56 | 2%
O=C(CSc1ccccn1)Nc1nc2ccc(Br)cc2s1 | 3% | -1% | 10% | i | 4.0 | 9% | 1.3% | 2% | -2.7 | 70 | -3%
O=[N+]([O-])c1cc(/C=N/NC(=S)Nc2ccccc2Cl)ccc1Cl | -10% | 5% | 3% | i | 0.1 | -5% | -1.2% | -7% | 21 | 56 | -8%
O=C(NCc1cccnc1)c1noc2c1CCCCC2 | 3% | 8% | 6% | i | 5.7 | -2% | 0.3% | 35% | -0.2 | 84 | -6%
CCN(CC)c1nc2c(s1)C(=O)CC(C)(C)C2 | 2% | 18% | 6% | nt | nt | -11% | -1.1% | -1% | -1.3 | 30 | -8%
CSc1ncc(C(=O)Nc2ccccc2Cl)c(C)n1 | -3% | nt | -1% | i | 0.2 | 5% | 1.0% | -20% | -0.7 | 103 | -12%
CC(CCn1cccn1)NC(=O)CCc1nnc(CCc2ccccc2)o1 (centres undefined) | 0% | 7% | 13% | i | 0.1 | -8% | 0.0% | -5% | -1.1 | 95 | -6%
COC(=O)[C@@]1(Cc2ccccc2)[C@H]2c3cc(C(=O)N4CCCC4)n(CCSCCO)c3C[C@H]2CN1C(=O)c1ccccc1 | -4% | nt | -8% | nt | nt | 1% | 0.9% | -8% | 1.2 | 66 | -6%
Nc1c(C(=O)c2ccc(Cl)cc2)sc2c1c(=O)[nH]c(=O)n2-c1ccccc1 | -1% | 5% | -26% | i | 0.3 | 8% | 2.4% | 12% | 22 | 55 | -3%
O=C(/C=C/c1cccc([N+](=O)[O-])c1)N1CCN(S(=O)(=O)c2cccs2)CC1 | 7% | -2% | -18% | i | 0.4 | -1% | -1.5% | 5% | -0.3 | 98 | -6%
O=C(NCCN1CCN(c2ccccc2)CC1)c1cccn2c(=O)c3cc(Cl)ccc3nc12 | -1% | 7% | 7% | i | 6.5 | 8% | -1.5% | -12% | 14 | 82 | 1%
Cc1ccc(C)c(S(=O)(=O)N2CCCC2CNC(=O)C(=O)NC2CCCC2)c1 (centres undefined) | nt | 6% | nt | i | 0.6 | -9% | nt | nt | -0.2 | 55 | nt
COc1ccc(Nc2cc(=O)oc3ccccc23)cc1 | 11% | 4% | 3% | ? | nt | 9% | 21% | 0% | -0.8 | 60 | -6%
CCCCOc1ccc(C(=O)N/C(=C\c2ccc([N+](=O)[O-])cc2)C(=O)OCc2ccco2)cc1 | 6% | 7% | -9% | i | 0.4 | 3% | 1.0% | 10% | -1.4 | 73 | 1%
CC(C)CC(CC(C)C)=NNC(=O)c1ccc2c(c1)OCO2 | 8% | 13% | -9% | i | 0.3 | -8% | -1.5% | -1% | -0.5 | 61 | -8%
CC(C)c1nnc(NC(=O)COC(=O)/C=C/c2ccc([N+](=O)[O-])cc2)s1 | 6% | 5% | -4% | i | 1.6 | -7% | 0.7% | 15% | 1.2 | 52 | -4%
Cc1ccc(-n2ncc3c(=O)n(-c4ccc(C)c(C)c4)c(C)nc32)cc1 | 0% | 4% | 5% | i | 0.1 | -6% | 0.4% | 0% | 7.1 | 54 | 0%
CC1CCCCN1CCNC(=O)c1ccc2c(c1)N(Cc1cccc(Cl)c1)C(=O)c1ccccc1S2=O (centres undefined) | -3% | 9% | 9% | i | 0.8 | 7% | -0.6% | 10% | -0.9 | 69 | -10%
CCOc1ccc2ccccc2c1/C=N/NC(=O)c1ccc(C)nc1 | 4% | 6% | 9% | i | 0.8 | 0% | 0.2% | 10% | 2.6 | 70 | -3%
SMILES | Siah-1 displacement | MgcRacGAP inhibition | GPR35 arrestin U2OS | Myeloid diff 2 | Myeloid diff 2 GFP+ MAC1+ % | PhoP inhibition | HIV fusion peptide | GPR55 LPI antagonism | NTR1 ag | NTR1 ag cell count 20 µM | LYP inhibition
CC(C)(C)c1nnc(NC(=O)CCn2cnc3ccccc3c2=O)s1 | 2% | 3% | 16% | i | 0.6 | -5% | 1.2% | -2% | -0.8 | 38 | -8%
C=CCn1ccc(O)c(Cc2ccc(Cl)cc2)c1=O | 1% | 3% | -7% | i | 0.4 | 2% | 0.6% | -5% | -0.8 | 73 | -9%
Cc1ccc(S(=O)(=O)N2CCN(c3ccccn3)CC2)cc1 | 5% | nt | -8% | i | 0.1 | -4% | -1.0% | -3% | -0.5 | 56 | -9%
CCn1c(SCC(=O)NCCc2ccccc2)nnc1-c1cccs1 | 0% | 6% | 2% | i | 0.4 | -2% | -2.1% | -1% | -0.2 | 75 | -1%
Cc1oc(-c2ccccc2Cl)nc1CS(=O)CC(=O)NCc1ccc(Cl)cc1 (centres undefined) | 5% | -5% | 17% | i | 3.4 | 2% | 2.1% | 9% | 2.1 | 44 | -8%
CCOC(=O)C1CCCN(S(=O)(=O)c2ccc(F)c(C(=O)Nc3ccc(F)c(F)c3)c2)C1 (centres undefined) | 0% | 0% | -11% | i | 7.5 | -12% | -3.5% | 0% | 0.9 | 47 | -5%
Cc1ccc(N(NC(=O)C(C)(C)O)C(=O)c2ccccc2)cc1C | 4% | 9% | -16% | i | 0.6 | 4% | 0.2% | 17% | 0.0 | 66 | -10%
CC(C)=CC1C(C(=O)Nc2ccc(Br)cn2)C1(C)C (centres undefined) | -2% | -1% | 2% | i | 0.4 | 14% | 2.0% | -2% | 0.8 | 65 | -6%
CSc1nc2sc3c(c2c(=O)[nH]1)CCC(C)C3 (centres undefined) | 2% | 5% | -1% | i | 6.2 | 2% | 1.6% | -12% | 5.6 | 55 | -9%
COc1ccccc1N1CCN(CCCCNC(=O)c2ccc3ccccc3c2)CC1 | nt | 4% | nt | i | 1.1 | -6% | nt | nt | -1.3 | 60 | nt
COc1ccc(-c2csc3ncnc(N4CCN(c5ccccc5OC)CC4)c23)cc1 | 1% | 8% | 8% | i | 1.9 | 5% | -1.2% | 6% | 9.5 | 52 | 0%
Cc1scc(C(=O)Nc2ccon2)c1-c1ccccc1 | 0% | 9% | 0% | i | 4.5 | 14% | 2.4% | 4% | 2.2 | 72 | -5%
Cc1nnc(SCc2cc(=O)[nH]c(N3CCN(C)CC3)n2)s1 | 6% | 7% | -1% | i | 0.5 | 1% | -0.9% | 4% | 8.0 | 77 | -6%
Cc1ccc(C2C(C(=O)c3cc4ccccc4o3)=C(O)C(=O)N2c2cc(C)on2)cc1 (centres undefined) | 9% | -9% | -6% | i | 1.2 | -1% | 50% | 8% | 0.8 | 66 | -3%
CCCCn1cnc2c(oc3ccccc32)c1=O | -2% | 8% | -15% | i | 0.8 | 18% | -0.3% | -4% | -0.2 | 92 | -7%
COc1ccc(OCCCC(=O)Nc2cccnc2)cc1 | 1% | 6% | -8% | i | 0.4 | 4% | -1.8% | 4% | -0.3 | 56 | -8%
COc1ccccc1NC(=O)c1ccc(NS(=O)(=O)c2ccc(F)c(Cl)c2)cc1 | 7% | 4% | 7% | i | 0.6 | 1% | 12% | 17% | -0.2 | 51 | 8%
COc1ccc(C(=O)NCC(=O)N2CCC(C)CC2)cc1OC | 2% | 9% | 12% | i | 3.1 | -7% | 0.4% | 4% | 1.3 | 58 | -12%
C=CCc1c(C)nc(SC)nc1Nc1ccc(C(=O)O)cc1 | 4% | -2% | -6% | i | 0.8 | -11% | 1.3% | -12% | 3.5 | 81 | 6%
Cn1c(=O)[nH]c(=O)c2c1nc(N1CCN(Cc3ccccc3)CC1)n2CCCc1ccccc1 | 1% | 0% | 12% | i | 7.9 | 4% | 0.3% | 9% | 8.6 | 45 | 2%
CCOC(=O)C(CC)Sc1nnc(COc2ccc(C)cc2)n1-c1ccccc1 (centres undefined) | 6% | 8% | 6% | i | 1.0 | 3% | -1.3% | 8% | -0.1 | 81 | 0%
CCSc1nc(O)c(C2OC(=O)c3c2ccc(OC)c3OC)c(=O)n1-c1ccccc1 (centres undefined) | 1% | 8% | -9% | i | 1.2 | 3% | 1.5% | 3% | -0.6 | 79 | -2%
CCOc1ccc(S(=O)(=O)NCc2ccc(C)cc2)c2cccnc12 | -3% | 9% | 1% | i | 0.1 | 6% | 2.2% | 0% | 2.9 | 57 | -1%
Cc1cc(C)cc(OCCCOc2cccc3cccnc23)c1 | 3% | 4% | 8% | i | 0.3 | -1% | -0.4% | -7% | 5.2 | 44 | 6%
CC(=O)CCc1oc2ccc(C)cc2c1-c1ccccc1 | 4% | 4% | -5% | i | 0.0 | -3% | 0.9% | 7% | 1.6 | 42 | 1%
Cc1cc(C(=O)COc2cccc(-n3cnnn3)c2)c(C)n1-c1ccccc1 | 3% | 9% | -9% | i | 0.8 | 8% | 1.1% | 0% | 1.8 | 79 | -4%
Cn1c(N2CCN(S(=O)(=O)c3ccc(F)cc3)CC2)nc2ccccc21 | 3% | -4% | 7% | i | 0.8 | -7% | -1.5% | 7% | 0.1 | 44 | -8%
